NPC1 promoter act – qHTS Assay for NPC1 Promoter Activators; Huh7 NPC1 promoter luciferase reporter, 24 h; AID 485313, 2010; 2.4% of 320,000 active; Potency, µM (doses to about 9.22 µM), without a hit: at the highest dose activation, usual class: activators;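 further: potency means the concentration at half of the fitted maximal effect; % of control where 0% means no effect; nearly all actives have a fitted effect of over 60% in size; reporter is driven by a mutant NPC1 promoter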
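Stably transfected Huh7 (NPC1 promoter→luciferase), 1500 cells/well in Opti-MEM + 10% FBS, 2 h settle, then compound 24 h at 37 °C. Luminescence after 10 min with Amplite reagent.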
p53 reactivation – qHTS assay for re-activators of p53 using a Luc reporter; H1299 p53-A138V BP100-luciferase reporter, luminescence, 24 h; Potency, µM (titrated, usually from 92.2 µM), without a hit: at the top dose activity change, positive = activation, usual class: activators; 0.063% of 320,000 active; AID 504706, 2011; further: potency means the concentration at half of the fitted maximal effect; % of control where 0% means no effect; nearly all actives have a fitted effect of over 45% in size
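H1299 (p53-null), stable ts p53-A138V + BP100-Luc; 1000 cells/well, Opti-MEM/10% FBS; cpd 4 pt, 1:5; 24 h, 37 deg C, 5% CO2; detection reagent 10 min RT; luminescence.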
FLuc counter – qHTS profiling assay for firefly luciferase inhibitor/activator using purifed enzyme and Km concentrations of substrates (counterscreen for miR-21 project); Luciferin 4-monooxygenase (Photinus pyralis), P08659; purified FLuc, Km substrates, luminescence inhibition; Potency, µM (highest dose often 57.5 µM), without a hit: top-dose activity change, negative = inhibition, usual class: inhibitors; 6.9% of 360,000 active; AID 588342, 2011;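 further: potency means the concentration at half of the fitted maximal effect; plate controls were vehicle for no effect and reference inhibitor for full effect; nearly all actives have a fitted effect of over 55% in size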
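Purified P. pyralis luciferase, 10 nM final, with Km-level 10 uM D-luciferin and 10 uM ATP in 50 mM Tris acetate pH 7.5, 10 mM Mg acetate, 0.01% Tween-20, 0.05% BSA; 6-point qHTS titration about 60 µM downward; luminescence read.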
ELG1 genotox – qHTS screen for small molecules that induce genotoxicity in human embryonic kidney (HEK293T) cells expressing luciferase-tagged ELG1. Potency, µM (top dose mostly 46 µM), without a hit: at the top dose activity change, positive = activation, most hits filed as activators. HEK293T ELG1-luciferase reporter, luminescence, 16 h. 1.3% of 330,000 active; further: potency means the concentration at half of the fitted maximal effect; % of control where 0% means no effect; nearly all actives have a fitted effect of over 60% in size
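HEK293T cells expressing luciferase-tagged ELG1 were treated with compound or DMSO for 16 hr at 37°C. Luciferase activity was then read after 30 min with ONE-Glo at room temperature; rising signal flags genetic stress.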
VP16 counter – VP16 counterscreen qHTS for inhibitors of ROR gamma transcriptional activity; Drosophila S2 Gal4-VP16 UAS-luciferase, luminescence, 20 h; Potency, µM (doses to about 53.6 µM), for inactives: at the highest dose activity, negative = inhibition, actives largely listed as inhibitors; 3.5% of 310,000 active; AID 2546, 2010;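 further: Gal4-VP16 expression switched on by copper sulfate through the metallothionein promoter; potency means the concentration at half of the fitted maximal effect; on the % scale 0 is the no-effect control and ±100 the full control effect; nearly all actives have a fitted effect of over 50% in size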
Giardia kill – Small Molecules that selectively kill Giardia lamblia: qHTS; Giardia lamblia trophozoite viability; activity change, % at 7.66 µM, hits read low; 0.15% of 340,000 active; AID 540267, 2011; in the data active means activity change below about -80%; inconclusive means between about -30% and that limit;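 further: parasites exposed to compound for two days anaerobically before the ATP read; on the % scale 0 is the no-effect control and ±100 the full control effect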
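Compounds were tested on trophozoites seeded at 100 cells/well and held 48 hrs at 37 deg C anaerobically. An ATP-based luminescent kit measured the remaining live cells.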
PKM2 activator – qHTS Assay for Activators of Human Muscle isoform 2 Pyruvate Kinase; Pyruvate kinase PKM (Homo sapiens), P14618; purified PKM2, Kinase-Glo ATP luminescence, activation; response scale: 0% is enzyme alone, no compound; Potency, µM (titrated, usually from 57.5 µM), inactives show top-dose activation, most hits filed as activators; 0.34% of 260,000 active; AID 1631, 2009; further: potency means the concentration at half of the fitted maximal effect; on the % scale 0 is the no-effect control and ±100 the full control effect; nearly all actives have a fitted effect of over 55% in size
Target sequence (P14618 whole entry, looked up, canonical isoform): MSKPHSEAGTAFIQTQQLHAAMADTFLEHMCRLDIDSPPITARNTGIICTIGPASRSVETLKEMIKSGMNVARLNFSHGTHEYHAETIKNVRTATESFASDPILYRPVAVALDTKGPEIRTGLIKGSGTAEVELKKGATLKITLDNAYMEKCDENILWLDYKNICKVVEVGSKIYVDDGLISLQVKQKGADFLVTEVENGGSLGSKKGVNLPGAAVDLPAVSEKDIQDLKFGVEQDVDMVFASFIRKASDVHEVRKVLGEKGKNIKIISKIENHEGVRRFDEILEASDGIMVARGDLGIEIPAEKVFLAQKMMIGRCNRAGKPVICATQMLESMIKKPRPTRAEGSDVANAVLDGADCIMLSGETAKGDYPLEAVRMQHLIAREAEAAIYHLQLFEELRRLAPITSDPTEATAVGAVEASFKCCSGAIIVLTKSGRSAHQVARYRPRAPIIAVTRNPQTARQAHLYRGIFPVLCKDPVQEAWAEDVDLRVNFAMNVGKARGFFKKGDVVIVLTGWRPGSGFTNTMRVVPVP
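ATP formation by purified human PK-M2, quantified via coupled luciferase luminescence after 1 h at room temperature with 0.1 mM ADP and 0.5 mM PEP final.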
RORgamma inh – qHTS for inhibitors of ROR gamma transcriptional activity; Nuclear receptor ROR-gamma (Mus musculus), P51450; Drosophila S2 Gal4-RORgamma UAS-luciferase reporter, 20 h; Potency, µM (top dose mostly 53.6 µM), inactives show at the top dose activity change, negative = inhibition, actives largely listed as inhibitors; 5.4% of 310,000 active; AID 2551, 2010; further: potency means the concentration at half of the fitted maximal effect; on the % scale 0 is the no-effect control and ±100 the full control effect; nearly all actives have a fitted effect of over 60% in size
Target sequence (P51450 whole entry, looked up, the tested form may be a part): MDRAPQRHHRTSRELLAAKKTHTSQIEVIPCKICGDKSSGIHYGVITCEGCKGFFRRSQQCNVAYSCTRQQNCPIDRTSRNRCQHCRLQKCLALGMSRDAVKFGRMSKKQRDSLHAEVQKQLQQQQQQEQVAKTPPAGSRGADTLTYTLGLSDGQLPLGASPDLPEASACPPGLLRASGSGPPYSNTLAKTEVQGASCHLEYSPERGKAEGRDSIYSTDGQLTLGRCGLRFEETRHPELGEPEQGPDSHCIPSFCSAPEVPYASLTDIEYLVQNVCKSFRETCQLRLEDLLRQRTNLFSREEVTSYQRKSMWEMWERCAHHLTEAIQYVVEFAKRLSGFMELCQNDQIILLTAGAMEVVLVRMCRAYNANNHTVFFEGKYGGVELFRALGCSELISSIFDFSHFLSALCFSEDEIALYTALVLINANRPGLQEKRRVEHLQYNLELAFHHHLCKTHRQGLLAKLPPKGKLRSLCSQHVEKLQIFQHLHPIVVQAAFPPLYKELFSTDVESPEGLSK
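Schneider cells (Drosophila), stable Gal4 DBD–ROR gamma + UAS-luc; 1 hr cmpd preincubation; Cu2+ induction 700 uM final; 20 hr ambient; luminescence.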
BRCA1 expr up – qHTS Assay to Identify Small Molecule Activators of BRCA1 Expression. Potency, µM (series often up to 46.1 µM), inactives show top-dose activation, most hits filed as activators. MCF7-BRCA1-FFLuc reporter, luminescence, 48 h; response scale: scaled: vehicle 0%, 10 µM genistein 100%. AID 624202, 2012. 1.1% of 380,000 active; further: potency means the concentration at half of the fitted maximal effect; nearly all actives have a fitted effect of over 80% in size; some results filed as inactive show a strong effect at the top dose
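MCF7-BRCA1-FFLuc, 2000 cells/well; 2 h attach, 37 °C/5% CO2; compound 48 h; luciferase substrate 15 min; luminescence end-point. Norm. to genistein 10 microM max activation and DMSO; concentration-response curves fitted.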
Rab9 prom act – qHTS Assay for Rab9 Promoter Activators | Potency, µM (series often up to 9.22 µM), for inactives: at the highest dose activation, negative = inhibition, hits mostly activators | 2.8% of 320,000 active | Huh7 Rab9 promoter-luciferase reporter, luminescence, 24 h; further: potency means the concentration at half of the fitted maximal effect; % of control where 0% means no effect; nearly all actives have a fitted effect of over 60% in size
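Steps: seed 1500 Huh7 Rab9-luc cells per well, rest 2 h at 37 °C; add compound in DMSO; incubate 24 h; add luciferase reagent, 10 min ambient; read luminescence.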
Menin MLL FP TR – qHTS Assay for Inhibitors Targeting the Menin-MLL Interaction in MLL Related Leukemias: Competition With Texas Red Labeled MLL-derived Mutant Peptide | 0.23% of 270,000 active | Menin + Texas Red MLL mutant peptide, fluorescence polarization | Potency, µM (titrated, usually from 61.6 µM), without a hit: at the top dose FP activity change, negative = inhibition, hits mostly inhibitors | O00255; active means well fitted inhibition curve with a large enough effect in the polarisation, with a control signal flat, not every such curve was filed as active; inconclusive means small, poorly fitted or top-dose-only effect, or effect the other way, or a change in a side signal; inactive means no such curve, though single readings can be large or run the other way; the % refers to the polarisation; further: potency means the concentration at half of the fitted maximal effect; % of control where 0% means no effect; many of its hits are not listed in these tables
The depositor's hits bear a star; ? = inconclusive; · = not tested or not shown; [ ] = dose if it differs, or a comment. Unless noted, the call rests on the fitted dose curve; in most records, active means well fitted curve in the direction sought with a large enough effect; inconclusive means small, poorly fitted or top-dose-only effect, or another doubt; inactive means no such curve, though single readings can be large; an effect the other way counts as inactive or inconclusive. The list is partial (hit frequency here may not be typical).

SMILES	NPC1 promoter act	p53 reactivation	FLuc counter	ELG1 genotox	VP16 counter	Giardia kill	PKM2 activator	RORgamma inh	BRCA1 expr up	Rab9 prom act	Menin MLL FP TR
CNC(=O)NC(=O)C(C)OC(=O)c1oc2ccccc2c1CSc1ccc(Cl)cc1 (configuration not stated)	-3%	3%	-3%	0%	?	-13	-3%	-52%	-1%	-1%	-6%
COc1ccc(-c2csc3ncnc(N4CCN(S(=O)(=O)c5ccccc5C#N)CC4)c23)cc1	1%	-11%	-1%	-14%	6%	22	1%	0%	-52%	6%	·
Cc1ccc(OCC(=O)N(C)CC(=O)N(CC(C)C)c2c(N)n(CC(C)C)c(=O)[nH]c2=O)c(C)c1	-1%	-2%	2%	2%	·	-13	·	·	-23%	-2%	·
C=CC[N+](C)(C)CC(=O)OCc1ccccc1	-3%	-12%	-1%	1%	-5%	-11	3%	-4%	-6%	-10%	-2%
O=C(CC(NC(=O)c1ccccc1)c1ccccc1)Nc1cccc2ccccc12 (configuration not stated)	0%	-9%	-4%	5%	19%	5	1%	1%	-34%	-1%	?
CCCCOc1ccc(CSc2nc(C)[nH]c2[N+](=O)[O-])cc1[N+](=O)[O-]	-5%	10%	?	-11%	-10%	-13	4%	?	-22%	-3%	·
O=C1c2ccccc2OCOc2ccccc21	4%	-2%	-13%	-2%	4%	-6	?	-2%	5%	6%	1%
O=[N+]([O-])c1ccc2nc(-c3ccccc3[N+](=O)[O-])[nH]c2c1	1%	?	?	-12%	-7%	-1	-1%	44%	89%	12%	1%
COc1ccc(NC(C)=O)cc1S(=O)(=O)N1CCN(Cc2cccs2)CC1	-3%	2%	·	1%	·	-5	·	·	16%	-2%	·
Cc1[nH]c2ccccc2c1/C=N/n1cnnc1	2%	-1%	0%	2%	2%	-17	-8%	1%	-26%	-2%	4%
CCN1C(Nc2ccccc2)=NC[C@@H]1Cc1ccccc1	2%	·	-1%	0%	3%	35[activator]	0%	-17%	5%	-1%	15%
O=C(CN1C(=O)NC2(CCCCC2)C1=O)NCC(=O)Nc1ccc(F)c(F)c1	0%	-5%	2%	-1%	·	2	·	·	-3%	0%	·
COc1ccccc1-n1c(=O)[nH]c2c(C(N)=O)nc(CC(C)C)nc21	-3%	-8%	0%	-8%	-9%	2	-4%	11%	-5%	-9%	-8%
COc1cc(Cl)ccc1OCc1cc(C(=O)NCc2cc(C(C)C)no2)no1	?	-4%	9.5µM*	?	-8%	-12	-2%	?	59%	1.3µM*	·
O=C(COC(=O)COc1ccccc1F)NCCc1ccc(F)cc1	8%	4%	·	0%	·	-17	·	·	1%	-2%	·
COc1cc2c(cc1NC(=O)c1ccco1)CCCC2	15%	6%	21µM*	13%	17%	6	-3%	4%	-27%	?	-10%
O=C(COc1ccc2ccccc2c1)Nc1ccc(S(=O)(=O)N2CCCCCC2)cc1	-3%	-7%	4%	1%	-8%	24	-19%	11%	-23%	3%	7%
O=C(NCC1CCCO1)c1cc2c([nH]c3ccccc32)c(-c2ccc(F)cc2)n1 (configuration not stated)	-2%	·	3%	-20%	-6%	9	2%	?	-64%	-15%	52%[activator]
CCOc1ccc(C(=O)N2CCc3ccccc32)cc1OCC	-4%	1%	-5%	0%	-1%	9	3%	8%	2%	3%	-15%
Cc1cccc(NC(=O)c2ccc(OC3CSC3)cc2)c1	2.5µM*	?	1.9µM*	10µM*	?	-7	-5%	?	11µM*	4µM*	15%
O=C(c1cnn2c(C(F)(F)F)cc(-c3ccc(F)cc3)nc12)N1CCc2ccccc2C1	-12%	4%	3%	-2%	?	10	2%	?	-69%	-1%	?
O=C1CCC(C(=O)N2CCSCC2)CN1CCc1cccc(F)c1 (configuration not stated)	0%	-1%	4%	-1%	19%	11	-1%	-9%	-1%	9%	-7%
Cc1ccc(C(=O)Nc2cccc(Oc3ccccc3)c2)o1	29%	14%	19µM*	?	6%	-10	10%	23%	99%	?	14%
COc1cc(C(=O)NNC(=O)CN2C(=O)NC(C)(c3ccc(C)cc3)C2=O)cc(OC)c1OC (configuration not stated)	-1%	-3%	-1%	0%	·	5	·	·	1%	0%	·
Cc1sc2nc(N)sc2c1C	1%	-9%	?	4%	5%	6	0%	5%	6%	1%	11%
Cc1ccccc1S(=O)(=O)NCc1cccnc1	0%	2%	0%	0%	2%	-3	0%	1%	-5%	1%	2%
Cc1[nH]c(=O)[nH]c(=O)c1S(=O)(=O)Nc1ccc(F)cc1F	6%	2%	-3%	0%	-6%	-5	·	0%	2%	-1%	-17%
COc1ccccc1C(=O)NCCC(=O)NCc1cccs1	1%	5%	2%	3%	·	-24	·	·	4%	-10%	·
NC(=O)COC(=O)c1cccc(S(=O)(=O)N2CCN(c3ccc(F)cc3)CC2)c1	-5%	2%	0%	-2%	0%	-1	-1%	1%	0%	-8%	16%
COCCn1c(SCC(=O)N2CC(C)OC(C)C2)nc2c([nH]c3ccccc32)c1=O (configuration not stated)	5%	-5%	1%	-5%	-8%	-13	-3%	-15%	-44%	9%	-1%
Cc1cc(NC(=O)Nc2ccccc2)n(C(C)(C)C)n1	-3%	-1%	5%	-8%	9%	-3	·	-4%	1%	-5%	-25%
Cc1cccnc1NC(=O)c1ccc2c(c1)OCO2	-1%	19%	-22%	11%	·	1	·	·	?	3%	·
COC(=O)CN(CCc1ccccc1)S(=O)(=O)c1ccc(OC)c(OC)c1	7%	-4%	0%	1%	?	5	-3%	17%	2%	10%	3%
O=C(NC1CCS(=O)(=O)C1)c1ccccc1C(=O)c1ccccc1 (configuration not stated)	3%	-3%	6%	0%	2%	5	1%	18%	0%	1%	-20%
CN(C)c1ccc(C(=S)N2CCCCC2)cc1Br	0%	-3%	2%	4%	-8%	11	-2%	10µM*	36%	3%	-3%
COC(=O)c1ccc(NC(=S)Nc2ccc3ccccc3c2)cc1	6%	16%	-3%	8%	?	14	1%	13µM*	31%	1%	4%
O=C1OCC(CO)(CO)N=C1NNc1ccccc1Cl	-1%	2%	-2%	12%	-6%	14	-3%	0%	-9%	2%	10%
O=C(NCc1ccc2c(c1)OCO2)C1CCN(S(=O)(=O)c2cccc3nsnc23)CC1	1%	12%	7%	1%	-15%	-16	28%	-31%	-5%	-6%	?
CCOC(=O)c1ccc(Cl)c(NC(=O)c2cccnc2)c1	-5%	-2%	-2%	-2%	-9%	·	-4%	14%	·	0%	-2%
CCCCn1c(N)c(N(Cc2ccccc2)C(=O)COc2ccccc2F)c(=O)[nH]c1=O	0%	3%	5%	-1%	·	15	·	·	-15%	5%	·
N#Cc1ccc(Oc2nc(C#N)cc(-c3ccccc3)n2)cc1	-7%	-1%	-1%	-3%	4%	6	-16%	67%	-57%	-17%	27%
COCCN(C(=O)c1ccc2ccccc2c1)c1c(N)n(Cc2ccccc2)c(=O)[nH]c1=O	-6%	-3%	0%	-15%	3%[10 µM]	-15	3%	26%	-5%	1%	2%
NC(=NCc1ccccc1)c1cccc([N+](=O)[O-])c1	-5%	?	2%	-6%	-3%	10	-1%[11.5 µM]	-40%	-33%	-1%	-9%
O=S(=O)(c1ccc(C2=CSC3=NCCN23)cc1)N1CCOCC1	-2%	-9%	0%	0%	-4%	-2	7%	-4%	-15%	-4%	-4%
O=C(NNC(=O)c1ccc(Cl)c([N+](=O)[O-])c1)c1ccncc1	2%	?	-6%	2%	1%	-7	3%[11.5 µM]	15%	-9%	2%	0%
COCCNc1nc2c(c(=O)n(Cc3ccccc3F)c(=O)n2C)n1C	0%	·	4%	-3%	-2%	0	14%	6%	1%	0%	1%
Cc1nc(N=Nc2ccc(S(=O)(=O)O)cc2S(=O)(=O)O)c(COP(=O)(O)O)c(C=O)c1O	24%[46.1 µM]	·	·	·	-2%	·	·	0%	·	?	3%
C=CCOc1nc2c(c(=O)n(C)c(=O)n2C)n1Cc1ccc(Cl)cc1	-2%	-7%	3%	0%	?	-16	-3%	22%	-7%	0%	-18%
CC1Cc2cc(-c3csc(NC(=O)Cc4cccs4)n3)ccc2N1S(C)(=O)=O (configuration not stated)	-26%	-5%	-1%	?	?	-13	3%	?	-89%	-29%	-11%

Screening results as filed in PubChem BioAssay.
